Thrombin inh = inhibitors of human thrombin; inhibition, % at 5 µM; P00734; hit rate 0.26% among 220,000; alpha-thrombin, Boc-VPR-AMC fluorogenic substrate cleavage; AID 1046;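 active means inhibition at or above 40%; inactive means inhibition below 40%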;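 further: 0% = enzyme with no compound and 100% = wells without enzyme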
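System – human alpha-thrombin protein · Reagent – Boc-VPR-AMC substrate, 15 µM final · Compound – 5 µM single dose in 0.2% DMSO · Schedule – reaction at room temperature · Technique – AMC fluorescence at 355 nm excitation and 460 nm emission · Read-out basis – % inhibition relative to enzyme controls and enzyme-free blanks · Control set – no-compound enzyme wells and no-enzyme blanks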
Rad51 HR inh = blocks human Rad51 in homologous recombination; Q06609; hRad51 DNA strand exchange, fluorescence dequenching; inhibition, % at 10 µM; hit rate 0.085% among 200,000; AID 1385;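 active means inhibition above 40% at the single screening dose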;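 further: 0% = DMSO control wells and 100% = blanks with heterologous ssDNA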
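Test system – preformed human Rad51 ssDNA filaments · Reagent – Donor/quencher-labelled 47-bp dsDNA substrate · Incubation – 37 °C 15-min filament assembly, 30-min compound preincubation, 15-min exchange · Signal – FRET fluorescence dequenching, excitation 485 nm, emission 520 nm · Read-out – percent inhibition from fluorescence, normalised to plate control and blank means · Benchmarks – plate control and blank wells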
14-3-3 Bad inh = disrupts binding of bovine 14-3-3 zeta to phospho-Bad peptide | inhibition, % at 21.7 µM | hit rate 0.71% among 220,000 | P63103 | TR-FRET 14-3-3zeta/Dy647-pBad peptide displacement, 1 h;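 active means inhibition above about 70%, limit read from the data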;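 further: 0% = full 14-3-3 plus peptide FRET controls and 100% = background without 14-3-3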
KLK5 inh = inhibitors of human kallikrein 5 | recombinant hK5, fluorogenic AMC substrate cleavage | hit rate 0.59% among 210,000 | inhibition, % at 5 µM | Q9Y337;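 active means inhibition of 40% or more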;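 further: 0% = enzyme controls without compound and 100% = no-enzyme blanks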
Cl transport mod = modulators of human KCC2 chloride dependent transport. hit rate 2.2% among 190,000. Q9H2X9. KCC2 cells, thallium flux FluoZin-2 fluorescence. B-score of Tl+ flux slope (higher = more flux/activation; lower = inhibition) at 10 µM;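 active means thallium flux slope and its plate-corrected score both differing from the plate sample mean at a set confidence after two filtering rounds, in either direction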;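 further: slope of fluorescence scaled to starting intensity during 10 to 20 s after thallium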
NCF1 inh = blocks human p47phox regulatory protein of NADPH oxidases; p47phox/p22phox peptide binding, fluorescence polarization, 2 h; inhibition, % at 24.7 µM; hit rate 0.53% among 220,000; AID 1274;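 further: 0% = p47phox with labelled peptide and 100% = labelled peptide alone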
Furin inhibitor = human furin inhibition. purified furin, fluorogenic substrate cleavage. inhibition, % at 30 µM. hit rate 0.061% among 220,000; in the data active means inhibition above about 25%; further: inactives centre near -15
EBV gp42 inh = blocks Epstein-Barr virus glycoprotein 42 binding; Fluorescence polarization binding assay, mP read-out; hit rate 0.42% among 220,000; inhibition, % (tested at 21.74 µM); AID 1085; Q1HVG2; in the data active means inhibition above about 50%
eIF4E 4G PPI = inhibitors of eIF4E and eIF4G interaction in translation initiation | hit rate 0.37% among 220,000 | TR-FRET eIF4E-eIF4GI(517-606) binding, 2 h | inhibition, % at 21.7 µM | AID 782 | P63073+Q04637;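 further: 0% = full FRET control wells and 100% = background wells lacking eIF4GI fragment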
Numbers without * were called inactive; i = inactive; · = no result given; [ ] = another dose, or the depositor's remark.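 How the source made its calls, unless noted: active means inhibition above about 30% (limit read from the data); inactive means the rest.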

SMILES	Thrombin inh	Rad51 HR inh	14-3-3 Bad inh	KLK5 inh	Cl transport mod	NCF1 inh	Furin inhibitor	EBV gp42 inh	eIF4E 4G PPI
COc1ccc(N2CCN(C(=O)c3cc(N4C(=O)C5C6CCC(C6)C5C4=O)ccc3Cl)CC2)cc1 (stereo not drawn)	-2	11	-16	-20	0.037	-2	6	-19	-3
Cn1ccnc1SCC(=O)c1ccc2ccccc2c1	-7	-1	-5	3	-0.51	-81	-9	-44	1
COc1ccc(C(c2nnnn2Cc2ccccc2)N2CCN(c3nc4ccccc4s3)CC2)cc1 (stereo not drawn)	-7	6	3	10	-0.47	-14	-15	-17	2
CC1=C(C(=O)OCCOc2ccccc2)C(c2ccsc2)NC(=O)N1C (stereo not drawn)	8	-2	3	34	-6.6*	3	-18	1	4
Cc1ncc([N+](=O)[O-])n1CC(=O)Nc1ccc2c(c1)OCO2	-2	-3	-5	0	1.2	1	-8	-2	-1
CC(=O)C1(C)N(O)C(C)(C)C(c2cccs2)=[N+]1[O-] (stereo not drawn)	-5	30	-16	0	0.38	-7	-22	-6	3
OC(COCc1ccc2c(c1)OCO2)CN1CCN(Cc2ccccc2)CC1 (stereo not drawn)	0	-3	79*	-10	-1.5	-2	-3[20 µM]	-14	-2
Cn1c(=O)c(Oc2cc(Cl)cc(Cl)c2)nc2ccccc21	-12	5	0	-9	·	7	-32[20 µM]	-4	-25
CSC(=S)N/N=C(\C)c1ccccc1	-15	18	-29	-12	143*	-9	-22	-9	0
CCC1(CC)Cc2ccccc2C(Nc2c(C)n(C)n(-c3ccccc3)c2=O)=N1	4	3	-4	-1	0.54	-3	-19[20 µM]	-11	2
CC(C)(C)c1ccc(O)c(/C=N\O)c1	-3	-2	5	11	·	-6	-7[20 µM]	-12	4
CCOc1cccc(N2C(=O)CC(N3CCN(c4ccc(S(=O)(=O)CC)cc4)CC3)C2=O)c1 (stereo not drawn)	0	6	-3	-3	·	2	-21[20 µM]	-26	0
CCn1c2ccccc2c2cc(/C(C)=N/O)ccc21	1	·	-12	-6	-2.1	-11	-16[20 µM]	12	7
c1ccc(CCN2CN(CCCN3CCOCC3)c3nc4ccccc4n3C2)cc1	-3	3	2[fluorescence artefact?]	2	-0.92	-1	-12	-5	4[fluorescence artefact?]
O=c1cc(CO)occ1OCc1c(F)cccc1Cl	0	4	-19	0	0.53	-11	-24	-11	1
O=C(Nc1cccc(F)c1)c1ccc(-c2ccccc2C(F)(F)F)o1	3	-6	47	-3	0.35	-12	-10	-17	7
CC1=C/C(=N\S(=O)(=O)c2ccccc2)C(C(C)C)=CC1=O	-10	6	-2	-4	0.21	-6	-27	12	-1
CC(=O)NC(Cc1ccccc1)C(=O)N1CCN(C(=O)c2cccs2)CC1 (stereo not drawn)	5	5	-8	0	1.2	-3	-13[20 µM]	-11	-4
O=C(NCc1nc2ccccc2[nH]1)c1cccc(S(=O)(=O)N2CCCC2)c1	-19	·	1	-26	1.4	3	-19[20 µM]	8	-15
CCn1ncc([N+](=O)[O-])c1C(=O)Nc1nc2cccc(C)c2s1	-12	1	-2	-1	·	-2	-17	-4	1
O=C(Nc1ccc2nc(-c3ccc4nc[nH]c4c3)[nH]c2c1)c1cccs1	1	-1	3	6	0.25	-27	-24[20 µM]	42	-10[fluorescence artefact?]
CCOc1ccc2[nH]c(=O)c(CN(CC3COCCO3)C(=O)C3CC3)cc2c1 (stereo not drawn)	-4	·	1	-30	-0.89	-1	-18[20 µM]	51*	1
O=C(O)CCC(=O)Nc1ccccc1C(=O)NCc1ccccc1	-8	2	-10[fluorescence artefact?]	-21	0.54	-9	-13	-9	1
COc1cc(C2NC(=O)c3ccccc3O2)cc(OC)c1OC (stereo not drawn)	-5	-5	-3[fluorescence artefact?]	-5	·	0	-17	-14	-2
CC(=O)N=c1sc(S(N)(=O)=O)nn1C	·	-2	0	-3	0.4	6	-5	-7	-10
CC(=O)c1ccc(N2CCN(c3ccc(C(N)=O)cc3[N+](=O)[O-])CC2)cc1	3	-8	-1	-23	-1.3	-12	-23	-11	-1
CC(C)NC(=O)c1ccccc1S(=O)(=O)c1ccccc1C#N	2	6	2	-10	-1.2	-14	-14	-18	-8
CCOC(=O)c1ccc(NC(=O)COc2ccccc2OC)cc1	2	-4	83*	-14	-0.32	3	-29	0	-1
Cc1ccc(NC(=O)Cn2cc3c(n2)CCC(C)C3)cc1 (stereo not drawn)	-7	3	-2	-4	1.4	-10	-11	-1	-2
CC(C)(C)C(=O)C(CO)(Oc1ccc(Cl)cc1)n1cncn1 (stereo not drawn)	2	-2	8	15	0.34	-9	-21	-6	-3

Marked active in EBV gp42 inh, among the entries above:
| SMILES | Thrombin inh | 14-3-3 Bad inh | KLK5 inh | Cl transport mod | NCF1 inh | Furin inhibitor | EBV gp42 inh | eIF4E 4G PPI |
| --- | --- | --- | --- | --- | --- | --- | --- | --- |
| CCOc1ccc2[nH]c(=O)c(CN(CC3COCCO3)C(=O)C3CC3)cc2c1 (stereo not drawn) | -4 | 1 | -30 | -0.89 | -1 | -18[20 µM] | 51* | 1 |

(list continues)
SMILES	Thrombin inh	Rad51 HR inh	14-3-3 Bad inh	KLK5 inh	Cl transport mod	NCF1 inh	Furin inhibitor	EBV gp42 inh	eIF4E 4G PPI
CCOC(=O)C1(Cc2ccc(OC)cc2)CCN(C(=O)CCc2cnccn2)CC1	-12	·	-8	-4	0.48	-2	-4	-8	4
Cc1ccc(NC(=O)Cc2nnc(SCC(=O)c3ccc(Br)cc3)n2C)cc1Cl	0	·	33[fluorescence artefact?]	-17	0.6	-10	-15[20 µM]	-19	-25[fluorescence artefact?]
CCOC(=O)N1CCC(N2Cc3cccc(C(=O)NCc4ccc5c(c4)OCO5)c3C2=O)CC1	1	-3	2	9	-0.26	-15	-12	-7	11
Cc1ccc2nc(NCc3ccccc3)c(C=O)c(=O)n2c1	1	9	-23	-6	-0.89	-15	-28	-15	1
O=C(N/N=C/c1ccc(OCc2ccccc2)cc1)c1cc[n+](Cc2ccccc2)cc1	-1	3	-1[fluorescence artefact?]	-6	-3.4*	-28	-13	-10	0
Nc1nc(-c2ccc(Cl)cc2)cn1N	-1	-2	10	0	0.045	-2	-7[20 µM]	-9	2
O=C(N/N=C/c1cccc(C(F)(F)F)c1)c1ccccc1O	1	9	-13	19	0.87	-2	-28	-5	-2
Cc1[nH]nc(SCC(=O)NCc2ccc(F)cc2)c1[N+](=O)[O-]	1	·	1	-17	0.014	-10	-13	-7	4
COc1cc(Cl)c([C@@H]2C[C@H]3CN(c4ccccc4)C(=O)[C@]34CCCN24)cc1OC	-9	-1	4	0	·	-4	-11	-4	-5
COc1ccc(CNC(=O)C2CC(c3cc(C(F)(F)F)cc(C(F)(F)F)c3)=NO2)cc1 (stereo not drawn)	11	-11	-3	14	-1.2	-12	2	-8	-2
O=C(NC(=S)N1CCc2ccccc21)c1ccco1	-8	-4	29	0	23*	-3	-2	-10	5
CCSc1nc2c(c(=O)[nH]c(=O)n2C)n1CC(O)COc1ccccc1C (stereo not drawn)	2	-6	4[fluorescence artefact?]	2	-0.13	-2	-21[20 µM]	-2	-3
O=C(NNc1c2ccccc2nc2ccccc12)c1ccccc1O	-5	7	3	-4	1.5	25	-23	15	14
N#C/C(=C\c1ccc(N2CCOCC2)o1)C(=O)Nc1ccc(O)cc1	·	i	-11	0	i	-16	19	-302	3
COc1ccc2sc(/C=C/c3ccccc3O)[n+](C)c2c1	·	-78	4	0	0.12	-234	10	-150	11
COC(=O)CN(c1ccc(OC)c(OC)c1)S(C)(=O)=O	1	12	-1	-10	0.99	-11	0[20 µM]	-10	-1
CCCOc1ccc(N2C(=O)CC(N3CCN(CCN=CC4=C(O)CC(C)(C)CC4=O)CC3)C2=O)cc1 (stereo not drawn)	-4	-4	-6	15	0.37	0	-18	-10	-2
Cc1ccc(C(=O)N/C(=C\c2cccs2)c2nc3ccccc3[nH]2)cc1	-9	5	0	7	0.51	4	-10	9	-2

Compounds from the list above that have a Cl atom:
SMILES	Thrombin inh	Rad51 HR inh	14-3-3 Bad inh	KLK5 inh	Cl transport mod	NCF1 inh	Furin inhibitor	EBV gp42 inh	eIF4E 4G PPI
COc1ccc(N2CCN(C(=O)c3cc(N4C(=O)C5C6CCC(C6)C5C4=O)ccc3Cl)CC2)cc1 (stereo not drawn)	-2	11	-16	-20	0.037	-2	6	-19	-3
Cn1c(=O)c(Oc2cc(Cl)cc(Cl)c2)nc2ccccc21	-12	5	0	-9	·	7	-32[20 µM]	-4	-25
O=c1cc(CO)occ1OCc1c(F)cccc1Cl	0	4	-19	0	0.53	-11	-24	-11	1
CC(C)(C)C(=O)C(CO)(Oc1ccc(Cl)cc1)n1cncn1 (stereo not drawn)	2	-2	8	15	0.34	-9	-21	-6	-3
Cc1ccc(NC(=O)Cc2nnc(SCC(=O)c3ccc(Br)cc3)n2C)cc1Cl	0	·	33[fluorescence artefact?]	-17	0.6	-10	-15[20 µM]	-19	-25[fluorescence artefact?]
Nc1nc(-c2ccc(Cl)cc2)cn1N	-1	-2	10	0	0.045	-2	-7[20 µM]	-9	2
COc1cc(Cl)c([C@@H]2C[C@H]3CN(c4ccccc4)C(=O)[C@]34CCCN24)cc1OC	-9	-1	4	0	·	-4	-11	-4	-5

Compound activity deposited in PubChem by several laboratories.
